MmCpn inh: blocks the Methanococcus maripaludis chaperonin Mm-Cpn. purified Mm-Cpn ATPase, ADP Transcreener TR-FRET. Potency, µM (series often up to 76.9 µM), inactives show top-dose activity, negative = inhibition, actives largely listed as inhibitors. 0.031% of 330,000 active. AID 504842; note: potency is the fitted concentration of half-maximal effect; % is set by controls: 0 for no effect and ±100 for the full control effect; nearly all actives have a fitted effect of over 80% in size
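Compound-treated chaperonin, 25 nM final, turns over 10 uM ATP at 37°C for 30 min following a 10 min preincubation; ADP generated competes with ADP-d2 for Eu-cryptate antibody, lowering FRET.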
EPAC1 agonist: agonists of human EPAC1 | O95398 | EPAC1 agonist qHTS, biochemical assay; response scale: 100% = response to 6.5 mM cAMP | Potency, µM (highest dose often 154 µM), inactives show top-dose activation, most hits filed as activators | 0.073% of 360,000 active | AID 720707; note: potency is the fitted concentration of half-maximal effect; nearly all actives have a fitted effect of over 60% in size
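Read-out is the fluorescence drop as BODIPY-GDP leaves Rap1B (480 nm excitation, 540 nm emission), recorded every 5 minutes over 30 minutes. Reactions held 100 nM EPAC1, 250 nM Rap1B–BODIPY-GDP and 50 uM GDP, with 6.5 mM cAMP setting full activation.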
PI5P4Ka inh: PI5P4K alpha (human) kinase inhibition; PI5P4Kalpha enzyme, ADP-Glo luminescence, 60 min; stronger effect = lower value; max response, %; 1.2% of 330,000 active; P48426; active = max response of -50% or lower; inconclusive = between -30% and -50%; inactive = -30% or higher; note: value at the top dose of about 77 µM; % is set by controls: 0 for no effect and ±100 for the full control effect
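Reactions run in 0.038 M HEPES pH 7.4, 0.28 mM EGTA, 0.1% CHAPS and 5% DMSO, with PI5P4Kalpha, substrate, compound and 5 microM ATP final, one hour at room temperature. Readout is ADP-Glo luminescence.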
PLK1 PBD block: PLK1 (human) polo-box domain binding inhibition. 2.8% of 360,000 active. Potency, µM, for inactives: max response, negative = inhibition, usual class: inhibitors. P53350. Plk1 PBD binding of FITC phosphopeptide, fluorescence polarization; note: potency is the fitted concentration of half-maximal effect; series mostly up to about 57 µM; % is set by controls: 0 for no effect and ±100 for the full control effect; nearly all actives have a fitted effect of over 65% in size
EPAC2 antag: blocks human EPAC2 exchange factor. Q8WZA2. EPAC2 GEF exchange of Rap1B-BODIPY-GDP, fluorescence. Potency, µM (top dose mostly 114 µM), for inactives: at the top dose activity, negative = inhibition, most hits filed as inhibitors. 0.18% of 360,000 active. AID 720708; note: potency is the fitted concentration of half-maximal effect; % is set by controls: 0 for no effect and ±100 for the full control effect; nearly all actives have a fitted effect of over 45% in size; many of its hits are not listed in these tables
WRN inhibitor: inhibitors of human WRN helicase; AID 651768; Potency, µM (doses to about 114 µM), for the others: at the highest dose activity change, negative = inhibition, actives largely listed as inhibitors; Q14191; 0.46% of 360,000 active; WRN helicase unwinding, fluorescent forked duplex, kinetic; note: potency is the fitted concentration of half-maximal effect; % is set by controls: 0 for no effect and ±100 for the full control effect; nearly all actives have a fitted effect of over 55% in size
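Primary qHTS, 1536-well format. 20 nM WRN + compound, 15 min RT; start with 100 nM forked fluorophore/quencher duplex, 2 mM ATP (final); kinetic read ex 525/em 598 nm.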
CCT chaperon mod: modulators of cytosolic chaperonin (CCT/TRiC) activity. purified chaperonin ATPase assay, HTRF ADP detection, 30 min. activity change, % (concentration not given with the values), hits read low. 0.3% of 360,000 active; in the data active = activity change below about -30%; note: % is set by controls: 0 for no effect and ±100 for the full control effect
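First, chaperonin was dispensed at 40 nM or 20 nM final depending on batch activity. Next, compounds were pinned at 76 uM and ATP added at 10 uM. After 30 min at 37 °C, ADP detection reagents ran 30 min at ambient temperature.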
EPAC1 antag: blocks human EPAC1 exchange factor; EPAC1 GEF assay, Rap1b-BODIPY-GDP exchange fluorescence; 0.14% of 360,000 active; Potency, µM (top dose mostly 115 µM), for the others: at the top dose activity change, negative = inhibition, hits mostly inhibitors; O95398;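 note: potency is the fitted concentration of half-maximal effect; plate controls were vehicle for no effect and positive control for full effect; nearly all actives have a fitted effect of over 50% in size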
* marks the source's active call; other numbers are inactive results; u = inconclusive; x = no result given; [ ] = dose if it differs, or a comment. Unless noted, calls come from the whole dose curve; as a rule, active = well fitted curve in the direction sought with a large enough effect; inconclusive = small, poorly fitted or top-dose-only effect, or another doubt; inactive = no such curve, though single readings can be large; an effect the other way counts as inactive or inconclusive. The list is partial; count on the stated rates, not on these rows.

SMILES	MmCpn inh	EPAC1 agonist	PI5P4Ka inh	PLK1 PBD block	EPAC2 antag	WRN inhibitor	CCT chaperon mod	EPAC1 antag
O=C(NCc1ccc2c(c1)OCO2)c1ccc2c(c1)OCO2	2%	6%	-1	-2%	2%	0%	-1.8	9%
C=CCN(N=Nc1cccc([N+](=O)[O-])c1)c1cccc([N+](=O)[O-])c1	-3%	15%	x	u	-1%	-6%	-0.5	2%
CC(=O)C1=C(C)NC(SCC(=O)c2ccc(Cl)c(Cl)c2)=C(C#N)C1c1ccco1 (stereo not drawn)	-27%	9%	x	2%	-2%	-18%	-3.6	7%
CN(C)CCN1C(=O)C(O)=C(C(=O)c2cc3ccccc3o2)C1c1cccc(Br)c1 (stereo not drawn)	-6%	10%	-10	-15%	7%[57.1 µM]	10%	-1.4	-10%
Cn1c(-c2ccccc2)cc(=O)cc1-c1ccccc1	x	-3%	2	-8%	1%	5%	-1.7	-8%
CCCCC(=O)Nc1ccc(N2CCN(c3ccc(F)cc3)CC2)cc1	4%	3%	7	-2%	-4%	1%	-0.3	-16%
O=C(COC(=O)c1ccc([N+](=O)[O-])s1)Nc1ccc(F)cc1	-14%	-1%	-4	-6%	-1%	27%	0.2	-5%
O=Cc1ccccc1OCCOc1ccccc1C=O	1%	10%	x	-12%	1%	-14%	-4.8	-11%
CCN(C(=O)COC(=O)c1ccccc1SCC(=O)NC1CCCCCCC1)C1CCS(=O)(=O)C1 (stereo not drawn)	-1%	-4%	-3	-3%	11%	9%	-1.1	6%
CN(C(=O)c1cc(-n2cnnc2)ccc1Cl)c1ccccc1	-1%	-4%	12	-3%	-5%	-19%	0.4	u
O=C(c1cc(-c2ccc(Cl)cc2)n[nH]1)N1CCN(C(=O)c2ccco2)CC1	2%	-3%	u	-18%	13%	-2%	0.4	12%
Cc1nn(C)c(Oc2cccc(Cl)c2)c1C=O	0%	6%	-4	-1%	2%	1%	-3.7	-2%
Cc1cc(=O)n(Nc2ccccc2)c(O)c1C#N	x	0%	u	-22%	-11%	6%[11.6 µM]	-0.6	-4%
CCC(C)[C@H](NC(=O)Nc1cccc(OC)c1)C(=O)OC (stereo partly drawn)	0%	8%	x	-9%	0%	8%	-1.6	-3%
CN(C)c1ccc(/C=N/NC(=O)C(=O)N2CCCCCC2)cc1	-3%	7%	5	-6%	-2%	-4%	-0.7	3%
CC1CCc2c(sc3nc(C4CC4)nc(N4CCN(C(=O)c5ccco5)CC4)c23)C1 (stereo not drawn)	x	7%	-1	-2%	0%	-5%	-0.9	-13%
COc1ccc(-c2c(-c3ccc(O)cc3O)n[nH]c2C(F)(F)F)cc1	40µM*	1%	1	-4%	u	-3%	-6.2	-15%
COc1ccc2nc(C)cc(SCC(=O)N/N=C/c3cccc4ccccc34)c2c1	1%	1%	x	-7%	5%	5%	1.6	17%
O=C(NC1CC2CCCC(C1)N2Cc1cccs1)N1CCOCC1 (stereo not drawn)	1%	-4%	10	0%	-1%	3%	-0.7	10%
Cc1cc(/C=N/NC(=O)c2cccc(N(C)C)c2)c(C)n1-c1cc(C(=O)O)cc(C(=O)O)c1	1%	3%	u	u	-8%	u	-1.7	-1%
Cc1ccc(Cl)cc1C1=CC(=O)C[C@H](c2ccc(F)cc2)C1	-1%	-13%	-4	-1%	-11%	-6%	-3.5	-1%
O=C(NC1CCCCC1)C1CCN(S(=O)(=O)N2CCCCCC2)CC1	0%	-3%	x	-6%	2%	-6%	-0.7	1%
O=C(CSc1ncn[nH]1)Nc1c(Br)cc([N+](=O)[O-])cc1Br	2%	-5%	3	-6%	9%	-6%	-0.7	0%
CCN(CC)S(=O)(=O)c1cccc(C(=O)NCC2(N3CCOCC3)CCCCC2)c1	-1%	2%	-6	-7%	-4%	-3%	-2.1	6%
CC(=O)Nc1cccc(C(=O)OCc2ccccc2)c1	-2%	0%	3	-2%	9%	-5%	1.3	8%
COc1ccc(-c2n[nH]c3c2C(c2ccc(OC)c(OC)c2)N(c2ccccc2)C3=O)cc1 (stereo not drawn)	-1%	0%	x	-2%	4%	-18%	0.8	-3%
Cc1cc(Cl)ccc1OCC(=O)OCC(=O)NC1CCS(=O)(=O)C1 (stereo not drawn)	-4%	-2%	-6	2%	0%	1%	-1.7	15%
CCC1CCCCN1C(=O)CN1C(=O)CSC1=O (stereo not drawn)	3%	-4%	3	-1%	19%	-10%	-0.7	6%
CCCCOc1ccc(OC(=O)c2cccnc2)cc1	-2%	0%	8	0%	2%	0%	-0.8	-1%
CCOCc1cc(C)[nH]c(=O)c1C#N	-5%	-2%	-7	-3%	5%	9%	0.6	6%
COc1ccc(C(=O)OCC(=O)NCC2CCCCC2)c(OC)c1	-1%	3%	1	-9%	-1%	1%	1.2	-3%
Cc1ccc(-c2nnn(CC(=O)Nc3cccc4c3CCCC4)n2)o1	0%	-6%	0	-7%	3%	-10%	-1.6	-6%
Cc1cccc(-n2c(SCc3cc(=O)n4ccsc4n3)nc3ccccc3c2=O)c1	1%	-8%	-12	3%	5%	2%	-1.8	13%
CC(C(=O)N(C)c1ccccc1)N1CCN(C(=O)c2ccccc2)CC1 (stereo not drawn)	0%	-2%	4	3%	6%	1%	0.4	8%
CC(=O)Oc1ccc(/C=C2/Oc3ccccc3C2=O)cc1	u	-4%	-14	7%	5%	-3%	0.3	-4%
CC1(C(=O)Nc2nc3ccccc3s2)CC1(Br)Br (stereo not drawn)	3%	-2%	9	-15%	-9%	-14%	-2.9	-11%
Cc1ccc(S(=O)(=O)N2CCOCC2)cc1C(=O)OCC(=O)NCCc1ccccc1	1%	-14%	23	4%	4%	-1%	0.0	-5%
COc1cccc(-c2nnc(SCC(=O)OC(C)C)n2Cc2ccco2)c1	-7%	6%	u	27µM*	-3%	-5%	-3.0	-10%
CC1CCCN(CCC(=O)Nc2ccc(F)c(F)c2)C1 (stereo not drawn)	3%	0%	5	6%	4%	5%	-1.5	8%
Cc1ccccc1NC(=O)c1ccccc1NC(=O)Cc1cccc2ccccc12	1%	4%	-3	-13%	5%	-15%	-0.4	8%
O=C(NC1CC1)C1=C[C@H](c2ccc(C(F)(F)F)cc2)C[C@H](OCCCCO)O1	x	-21%	-2	-16%	9%	-1%	-3.4	-1%
COc1ccc(C2C(C#N)=C(N)N(c3cccnc3)C3=C2C(=O)CCC3)cc1Cn1cc([N+](=O)[O-])cn1 (stereo not drawn)	-1%	-2%	-25	u	2%	-23%	0.8	-3%
COc1ccc(C2C(C#N)=C(N)Oc3n[nH]c(C)c32)cc1Cn1nc(C)c([N+](=O)[O-])c1C (stereo not drawn)	-1%	-5%	-21	-24%	-6%	-27%	-1.3	-2%
Cc1ccc(NC(=S)N(CCN(C)C)C(C)c2ccco2)cc1Cl (stereo not drawn)	0%	-4%	-5	0%	-11%	-7%	-0.6	2%
O=C(CSC1=NCCS1)Nc1ccc2ccccc2c1	0%	9%	0	-19%	-13%	3%	-4.0	-19%
Nc1cc2nsnc2cc1Br	u	4%	-16	u	u	u	-0.8	u
C=CCNCCOCCOc1ccccc1-c1ccccc1	2%	7%	1	-8%	22%	6%	-1.5	1%
O=C(Nc1ccc([N+](=O)[O-])cc1)c1ccccc1	-1%	-4%	-1	-10%	2%	4%	-4.0	-19%
Cc1ccc(-n2nnnc2SCC(N)=O)c(C)c1	1%	0%	x	-2%	-2%	3%	-2.5	-3%
O=C(COC(=O)c1ccc(Cl)c(S(=O)(=O)N2CCCC2)c1)NCc1ccccc1	2%	1%	-11	2%	7%	-14%	2.2	-2%
Cc1c(NC(=O)C(C)OC(=O)c2cccc(S(=O)(=O)N(C)C)c2)c(=O)n(-c2ccccc2)n1C (stereo not drawn)	-5%	5%	0	2%	3%	-3%	0.7	-1%
Cn1c(=O)oc2cc(S(=O)(=O)N3CCCCC3)ccc21	4%	-11%	-7	3%	5%	14%	-0.7	-19%
CCOc1cc2[nH]c(=O)n(CCC(=O)N3CCN(c4ccccc4OC)CC3)c(=O)c2cc1OCC	0%	5%	4	-11%	5%	-1%	-1.3	0%
CCOc1ccc(/C=N/NC(=O)C2CC2)cc1OC	0%	-6%	2	2%	13%	4%	0.3	11%
CCCOc1ccc(C(=O)N2CCCC2)cc1OC	2%	3%	x	-2%	8%	13%	-0.7	-2%
CCc1nc2c(cnn2-c2ccc(F)cc2)c(=O)n1-c1ccc(N2CCC(C)CC2)cc1	-1%	-2%	1	4%	-3%	6%	0.1	8%
CC(=O)OC1CC(c2cc(C(C)(C)C)c(O)c(C(C)(C)C)c2)=NO1 (stereo not drawn)	3%	6%	-5	-5%	-25%	2%	-5.3	u
Cc1ccnc(SCC(=O)Nc2cc(C)on2)n1	-1%	-15%	4	1%	11%	10%	2.1	-8%
COCC(=O)OCC(=O)Nc1ccccc1-c1ccccc1	0%	4%	-6	-2%	-2%	-5%	-3.2	7%
COCCOC(=O)C1=C(C)NC2=C(C(=O)CC(C)(C)C2)C1c1cccnc1 (stereo not drawn)	2%	14%	10	0%	-1%	2%	-1.0	-10%

Another view of some results above.
Cc1cc(/C=N/NC(=O)c2cccc(N(C)C)c2)c(C)n1-c1cc(C(=O)O)cc(C(=O)O)c1
  MmCpn inh = 1% | EPAC1 agonist = 3% | PI5P4Ka inh = u | PLK1 PBD block = u | EPAC2 antag = -8% | WRN inhibitor = u | CCT chaperon mod = -1.7 | EPAC1 antag = -1%

CCCCOc1ccc(OC(=O)c2cccnc2)cc1
  MmCpn inh = -2% | EPAC1 agonist = 0% | PI5P4Ka inh = 8 | PLK1 PBD block = 0% | EPAC2 antag = 2% | WRN inhibitor = 0% | CCT chaperon mod = -0.8 | EPAC1 antag = -1%

CC1(C(=O)Nc2nc3ccccc3s2)CC1(Br)Br (stereo not drawn)
  MmCpn inh = 3% | EPAC1 agonist = -2% | PI5P4Ka inh = 9 | PLK1 PBD block = -15% | EPAC2 antag = -9% | WRN inhibitor = -14% | CCT chaperon mod = -2.9 | EPAC1 antag = -11%

Cc1ccnc(SCC(=O)Nc2cc(C)on2)n1
  MmCpn inh = -1% | EPAC1 agonist = -15% | PI5P4Ka inh = 4 | PLK1 PBD block = 1% | EPAC2 antag = 11% | WRN inhibitor = 10% | CCT chaperon mod = 2.1 | EPAC1 antag = -8%

New compounds follow.
SMILES	MmCpn inh	EPAC1 agonist	PI5P4Ka inh	PLK1 PBD block	EPAC2 antag	WRN inhibitor	CCT chaperon mod	EPAC1 antag
C=CCc1cccc2cc(C(=O)NC3CCCCC3)c(=O)oc12	0%	5%	16	-13%	-18%	-6%	1.8	-25%
Cc1oc2ccc(O)c(CN(C)C)c2c1C(=O)c1ccccc1	0%	-1%	7	2%	13%	3%	-0.4	-5%
Cc1cccc(C(C)(C)C)c1OCCOCCN1CCCC1	2%	-21%	9	-9%	-11%	-20%	-0.7	u
CCOC(=O)C1CCN(C(=O)c2ccc(N(C)S(C)(=O)=O)cc2)CC1	2%	9%	x	-2%	3%	-7%	-1.3	-3%
